Compound activity (PubChem)
NS3 helicase inh: inhibitors of HCV NS3 helicase, primary screen, biochemical, Cy5 molecular beacon fluorescence; NS3 helicase DNA unwinding; inhibition, % at 10.9 µM; 0.56% of 290,000 active;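 active = inhibition above the mean of all tested compounds plus 3 SD, set per campaign, cut at about 35% in these data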;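 note: 0% = DMSO wells and 100% = thioflavine S control wells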
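Assay system: hepatitis C virus NS3 helicase domain fragment enzyme. Also added: annealed dual-labelled DNA beacon duplex, ATP-started. Timing: 1 h reaction at 25 °C, ATP-initiated. Technique: Cy5 fluorescence at 0 and 60 min, beacon hairpin quenching. Evaluation: % inhibition of unwinding. Replication: one well per compound.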
SUMO HTRF inh: inhibitors of in vitro SUMOylation cascade, primary screen, biochemical, HTRF, uHTS | HTRF SUMOylation assay, SAE1/SAE2 + UBC9 | SUMO-conjugating enzyme UBC9 (Homo sapiens), P63279 | inhibition, % at 35 µM | 0.36% of 290,000 active; in the data active = inhibition above about 50%, passing the limit was not always enough; note: strong numbers were not always called active
p-CIP stab down: p/CIP-EGFP fusion destabilizers, primary screen, fluorescence, F442A cells; 16 h; AID 1984, 2009; Q05BA5; 0.01% of 290,000 active; decrease of EGFP signal, % at 10 µM;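 active = EGFP signal decrease of at least 30% at 10 µM or well 3 SD below plate mean, unless failing retest; inactive = the rest, including hits failing retest or dose response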; note: some compounds called inactive have numbers as strong as hits; many of its hits are not listed in these tables
IMP-1 inh: IMP-1 metallo-beta-lactamase inhibitors, primary screen, biochemical, epi-absorbance readout, Pseudomonas aeruginosa enzyme; inhibition, % at 5.6 µM; purified IMP-1, nitrocefin hydrolysis, epi-absorbance fluorescence; 0.45% of 290,000 active; metallo-beta-lactamase IMP-1 (Pseudomonas aeruginosa);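 active = inhibition above the mean plus 3 SD of all compounds in the same screening run, cut at about 4.5% in these data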;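 note: 0% = IMP-1 with DMSO and 100% = DMSO wells lacking enzyme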
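Material – recombinant IMP-1 enzyme, purified · Amount – IMP-1 0.2 nM before substrate addition · Medium – HEPES buffer pH 7.1 with ZnSO4 and Brij 35 · Timing – 25 °C, 15 min preincubation, 25 min reaction · Measured by – plate fluorescence quenching by hydrolysis product, ex 480/em 530 nm · Read-out – percent enzyme inhibition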
M18AAP inhibitor: PfM18AAP inhibitors, malaria aminopeptidase, primary screen, biochemical, QFRET, recombinant enzyme; H-Glu-NHMec fluorogenic cleavage; 1.2% of 290,000 active; AID 1822, 2009; inhibition, % at 7.35 µM;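 active = inhibition above the campaign mean inhibition over all tested compounds plus 3 SD, cut at about 28% in these data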;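 note: 0% = plate median of test compound wells and 100% = 2 mM ZnCl2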
VIM-2 inhibitor: VIM-2 metallo-beta-lactamase inhibitors, primary screen, biochemical, epi-absorbance readout, Pseudomonas aeruginosa enzyme; 0.89% of 290,000 active; purified VIM-2, nitrocefin hydrolysis, epi-absorbance fluorescence; inhibition, % at 5.6 µM; AID 1527, 2009;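 active = inhibition above the mean of all tested compounds plus 3 SD, cutoff set per screening run, cut at about 7.5% in these data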;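 note: red hydrolysis product quenches plate fluorescence so inhibitors raise well fluorescence; 0% = enzyme with DMSO and 100% = DMSO without enzyme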
FID counter: compounds displacing fluorescent DNA intercalator, primary screen, artefact control for HCV NS3 helicase inhibitor project, biochemical, FID fluorescence | DNA fluorescent intercalator displacement | inhibition, % at 7.9 µM | 0.17% of 290,000 active; in the data active = inhibition above about 37%;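 note: 0% = vehicle and 100% = reference compound; higher means more ethidium bromide displaced from hairpin DNA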
IDE cell activ: human IDE activators in live cells, primary screen, fluorescence polarization, HEK cells, FAbeta-B substrate; Insulin-degrading enzyme (Homo sapiens), P14735; FAbeta-B cleavage; 0% vehicle, 100% cell-free pure enzyme wells; activation, % at 5.96 µM; 0.073% of 340,000 active; AID 493087, 2011;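 active = activation above the mean of all tested compounds plus 3 SD, set per screening campaign, cut at about 17% in these data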
Target sequence (P14735 whole entry, looked up): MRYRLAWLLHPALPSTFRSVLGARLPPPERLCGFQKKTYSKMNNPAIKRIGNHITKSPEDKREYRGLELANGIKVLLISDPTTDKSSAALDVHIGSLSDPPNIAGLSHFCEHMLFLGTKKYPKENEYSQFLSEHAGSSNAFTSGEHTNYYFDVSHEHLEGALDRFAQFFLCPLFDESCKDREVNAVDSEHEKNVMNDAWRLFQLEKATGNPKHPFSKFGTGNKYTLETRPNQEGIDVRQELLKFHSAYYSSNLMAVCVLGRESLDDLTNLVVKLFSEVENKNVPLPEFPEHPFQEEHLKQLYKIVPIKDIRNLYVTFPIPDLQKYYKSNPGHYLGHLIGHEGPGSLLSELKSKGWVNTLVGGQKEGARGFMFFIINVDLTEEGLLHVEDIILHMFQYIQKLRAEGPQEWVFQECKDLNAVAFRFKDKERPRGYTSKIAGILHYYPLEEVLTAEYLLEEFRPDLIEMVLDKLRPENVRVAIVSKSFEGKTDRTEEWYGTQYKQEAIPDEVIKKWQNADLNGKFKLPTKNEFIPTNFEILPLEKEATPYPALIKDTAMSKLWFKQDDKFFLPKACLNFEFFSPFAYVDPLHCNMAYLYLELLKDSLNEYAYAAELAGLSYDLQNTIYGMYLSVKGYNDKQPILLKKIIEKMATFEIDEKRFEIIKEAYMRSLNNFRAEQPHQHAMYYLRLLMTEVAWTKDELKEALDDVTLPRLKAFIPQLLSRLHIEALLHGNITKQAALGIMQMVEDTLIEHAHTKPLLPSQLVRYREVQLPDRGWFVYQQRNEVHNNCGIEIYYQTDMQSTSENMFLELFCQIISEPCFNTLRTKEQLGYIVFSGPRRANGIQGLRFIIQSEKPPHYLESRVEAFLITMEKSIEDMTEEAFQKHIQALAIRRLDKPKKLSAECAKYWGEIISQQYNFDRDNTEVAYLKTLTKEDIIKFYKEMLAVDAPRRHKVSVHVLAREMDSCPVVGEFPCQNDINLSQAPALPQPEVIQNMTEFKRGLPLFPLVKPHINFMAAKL
IDE cell inh: human IDE inhibitors in live cells, primary screen, fluorescence polarization, HEK cells, FAbetaB substrate | Insulin-degrading enzyme (Homo sapiens), P14735 | FAbetaB cleavage | inhibition, % at 5.59 µM | 0.41% of 320,000 active | AID 434962, 2010;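 active = percent inhibition above the average of all tested compounds plus 3 SD, set per screening campaign, cut at about 16% in these data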;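 note: IDE supplied by intact live HEK cells; FP after avidin binding of uncleaved biotin substrate so inhibition keeps polarization high; 0% = DMSO wells and 100% = 60 µM reference IDE inhibitor Ii1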
The depositor's hits bear a star; . = not tested or not shown. Not a hit list. Share with any hit: about 3.6%.

1: COc1ccccc1N1C(=NC(=O)CCC2CCCC2)SC2CS(=O)(=O)CC21 (stereo unspecified)
2: Cc1cccc2sc(NC(=O)c3cc(S(=O)(=O)N(C)C)ccc3N3CCCC3)nc12
3: COC(=O)c1ccccc1NC(=O)N1c2ccccc2CC1C (stereo unspecified)
4: O=C(CN1CCCC1)Nc1ccc([N+](=O)[O-])cc1Cl
5: CCOC(=O)c1ccc(N2C(=O)c3n[nH]c(C)c3C2c2ccccc2)cc1 (stereo unspecified)
6: CC1C(C#N)=C(N)OC2=C1C(=O)CC(C)(C)C2 (stereo unspecified)
7: CN(C)C(=O)CN1C(=O)C2CCCCN2C(=O)c2ccccc21 (stereo unspecified)
8: Cc1ccc(C(=O)NCCSCc2ccccc2)cc1[N+](=O)[O-]
screen / no.	1	2	3	4	5	6	7	8
NS3 helicase inh	-15	8	-5	-2	-5	6	-4	-8
SUMO HTRF inh	-3	0	15	1	15	-26	9	4
p-CIP stab down	-5	4	-4	8	-17	8	-6	6
IMP-1 inh	-2.5	-1.0	-3.0	-2.3	-1.9	-0.6	-3.1	-1.2
M18AAP inhibitor	0	-1	0	1	-3	3	-9	9
VIM-2 inhibitor	-1.1	-1.1	-2.0	-3.8	-0.3	0.0	-1.4	-0.8
FID counter	-39	-3	-9	2	-23	3	2	-6
IDE cell activ	6	2	-1	1	7	5	-6	-2
IDE cell inh	2	3	12	1	5	1	-1	8

9: Cc1csc(CN(C)C(=O)CC2C(=O)NCCN2Cc2ccc(-c3ccccc3)cc2)n1 (stereo unspecified)
10: Nc1nc(Nc2ccccc2)nc(NCc2ccccc2)c1[N+](=O)[O-]
11: CCOC(=O)c1c(C)[nH]c(C)c1C(=O)CN1C(=O)NC2(CCC(C)CC2)C1=O (stereo unspecified)
12: O=C(CCCC(=O)N(CC(=O)NC1CCCCC1)c1ccc(F)cc1)Nc1ccccn1
13: CCOC(=O)c1cc(-c2ccc(OC(F)F)cc2)nc2nc(SC)[nH]c(=O)c12
14: COc1ccc(C(=O)NCc2nnc(SCC(=O)Nc3cc(C)on3)o2)cc1OC
15: Cc1cc(NS(=O)(=O)c2ccc(NC(=O)Nc3cccc(Cl)c3)cc2)no1
16: CCOCCOC(=O)NCCCCCCNC(=O)OCCOCC
screen / no.	9	10	11	12	13	14	15	16
NS3 helicase inh	-5	-65	4	3	-2	0	13	-4
SUMO HTRF inh	12	1	1	3	29	-12	30	1
p-CIP stab down	-7	-8	4	5	-22	-2	-5	-20
IMP-1 inh	-2.3	0.7	-1.3	-4.5	-5.0	-3.2	-1.2	-4.2
M18AAP inhibitor	3	-22	-12	-3	4	30*	0	-1
VIM-2 inhibitor	-3.5	2.9	-2.8	-1.3	-2.2	-4.4	-0.8	-2.9
FID counter	-47	2	-15	-35	-6	-3	-16	-31
IDE cell activ	-8	7	4	4	8	2	6	7
IDE cell inh	6	-1	4	6	-3	2	1	-4

17: CN1CCN(C(=O)c2cc3c(n(-c4ccccc4)c2=O)CC(C)(C)CC3=O)CC1
18: C=C1C(C(=O)N2CCOCC2)C1C(=O)N1CCOCC1 (stereo unspecified)
19: CC/C(=N\NC(=O)c1nnn(-c2nonc2N)c1-c1ccc2c(c1)OCO2)c1ccccc1
20: Cc1c(CC(=O)N2CCC(C(N)=O)CC2)c(=O)oc2cc3c(cc12)CCC1(CCCCC1)O3
21: N#CC1=C(N)Oc2cc(O)ccc2C1C1CCCCC1 (stereo unspecified)
22: COc1ccccc1C(=O)NCC(=O)OC(C)C(=O)NC(=O)NC1CCCCC1 (stereo unspecified)
23: CCOC(=O)N1CCN(C(=O)CN(C)S(=O)(=O)c2ccc(OCC)cc2)CC1
24: Cc1cccc(C2c3[nH]c4ccccc4c3CCN2C(=O)c2noc3c2CCCC3)n1 (stereo unspecified)
screen / no.	17	18	19	20	21	22	23	24
NS3 helicase inh	-5	0	-4	-12	-12	0	1	-14
SUMO HTRF inh	24	7	7	9	-13	-16	-9	0
p-CIP stab down	-7	-5	2	11	4	5	-18	-7
IMP-1 inh	-2.6	-2.3	-2.3	-3.9	-0.3	-2.3	-0.8	-4.5
M18AAP inhibitor	-5	-14	8	8	18	2	-8	7
VIM-2 inhibitor	-1.8	-2.1	-6.8	-1.9	-1.1	-4.7	0.3	-4.9
FID counter	5	-7	-20	-46	-2	-26	-29	-22
IDE cell activ	4	2	5	5	-5	6	4	1
IDE cell inh	6	1	0	5	2	3	-3	-2

25: COc1ccc(/C=C(\C#N)C(=O)Nc2cc(S(=O)(=O)N3CCCCC3)ccc2N2CCCCC2)cc1
26: CCOCC(=O)Nc1nc2ccccc2s1
27: CC(C)=CC(=O)O[C@H]1[C@@H]2[C@H](C)C(=O)O[C@@H]2C[C@@H](C)[C@@H]2[C@@H](O)CC(=O)[C@]21C
28: COc1ccc(C(=O)Nc2ccccc2C(=O)NC(Cc2ccc(O)cc2)C(=O)NNC(=O)c2ccc(C)cc2)cc1 (stereo unspecified)
29: Cc1ccc(S(=O)(=O)N2CCOCC2)cc1NC(=O)CSc1cccc[n+]1[O-]
30: O=C(N=Nc1c(O)[nH]c2ccc(Br)cc12)c1cc(-c2cccc3ccccc23)n[nH]1
31: O=S(=O)(NC1=NCCCCC1)c1cccs1
32: O=C(COC(=O)c1ccc(CO)cc1)NCc1cccs1
screen / no.	25	26	27	28	29	30	31	32
NS3 helicase inh	13	7	.	1	12	-2	2	-5
SUMO HTRF inh	12	-28	10	32	-4	2	30	8
p-CIP stab down	3	-5	-5	-4	-10	5	-4	-20
IMP-1 inh	-3.5	-0.5	.	-3.1	-2.8	-1.7	0.0	-0.3
M18AAP inhibitor	4	13	.	-6	-1	-10	-11	-8
VIM-2 inhibitor	-1.7	1.0	.	-1.5	-1.2	-0.9	-1.4	-0.5
FID counter	-1	-1	.	-26	-2	1	-2	-6
IDE cell activ	-1	6	-1	3	0	-2	-1	-2
IDE cell inh	5	-6	5	8	4	9	6	2

33: COc1ccc(C(=O)Nc2ccccc2-c2nnn(CC(=O)Nc3ccc4c(c3)OCCO4)n2)cc1
34: COC(=O)/C=C1\N/C(=N\c2nc(C)cc(C)n2)N(c2ccc(C)c(C)c2)C1=O
35: CC(=O)C1=C(O)C(=O)N(c2ccc(S(=O)(=O)Nc3nccs3)cc2)C1c1ccc(F)cc1 (stereo unspecified)
36: Cc1cc(C)n2ncc(/C(N)=N/OC(=O)Nc3ccccc3)c2n1
37: CC(=C/c1ccc(C(C)C)cc1)/C=N/NC(=O)Cn1nnnc1N
38: COc1ccc(S(=O)(=O)NCc2ccc(C(=O)N3CCc4ccccc4C3)cc2)cc1
39: O=C(Cc1ccccc1)Nc1ccc(NC(=O)c2ccco2)cc1Cl
40: O=C1c2ccccc2C(=O)N1CC1CCCO1 (stereo unspecified)
screen / no.	33	34	35	36	37	38	39	40
NS3 helicase inh	-6	1	5	13	4	-5	4	5
SUMO HTRF inh	-3	2	12	-19	18	6	10	24
p-CIP stab down	-3	-6	0	-14	-18	-11	-14	-6
IMP-1 inh	-3.4	-0.4	-2.0	-4.2	-4.4	-2.5	-3.9	-2.3
M18AAP inhibitor	2	-10	-1	4	3	-8	5	-5
VIM-2 inhibitor	0.0	1.2	-1.2	-2.8	-4.0	-3.1	-4.4	-3.8
FID counter	2	-15	-16	0	-21	-32	-24	0
IDE cell activ	4	4	7	2	-3	-6	0	7
IDE cell inh	-3	2	3	4	1	8	0	5

41: CCCCNc1cc(C(=O)O)cc(S(N)(=O)=O)c1Oc1ccccc1
42: Cc1ccc(NC(=O)c2ccc3ccccc3n2)cc1S(=O)(=O)N1CCOCC1
43: O=C(CCn1c(=O)oc2ccccc21)N1CCN(c2ccccc2F)CC1
44: CSc1nncc(-c2ccccc2)n1
45: CCCOC(=O)c1ccc(Oc2cn[nH]c2-c2ccc(OCC(=O)NN)cc2O)cc1
46: Cn1cc(CNC(=O)c2sc3cccc(Cl)c3c2Cl)cn1
47: Cc1ccc2c(c1)C(c1ccccc1)N(C(=O)c1cccc([N+](=O)[O-])c1)CC(=O)N2 (stereo unspecified)
48: CCN(Cc1cccc(OC)c1)CC1CCCN(CCc2cccc(OC)c2)C1 (stereo unspecified)
screen / no.	41	42	43	44	45	46	47	48
NS3 helicase inh	5	-1	-5	-3	6	-8	-2	-16
SUMO HTRF inh	-29	24	20	12	-24	6	0	14
p-CIP stab down	-15	-3	-5	-3	-8	-15	7	-5
IMP-1 inh	-2.1	-1.4	-0.4	-0.9	-3.5	-0.6	-1.8	-2.2
M18AAP inhibitor	16	3	2	-8	4	2	-1	-11
VIM-2 inhibitor	-3.2	-3.6	-1.4	0.8	-3.8	-2.4	-3.3	-2.3
FID counter	-9	-10	-22	-4	-20	-13	-33	7
IDE cell activ	6	-5	-1	3	4	3	0	8
IDE cell inh	0	2	-2	5	-5	4	3	-4

Reprinted: entries 45–48
45: CCCOC(=O)c1ccc(Oc2cn[nH]c2-c2ccc(OCC(=O)NN)cc2O)cc1
46: Cn1cc(CNC(=O)c2sc3cccc(Cl)c3c2Cl)cn1
47: Cc1ccc2c(c1)C(c1ccccc1)N(C(=O)c1cccc([N+](=O)[O-])c1)CC(=O)N2 (stereo unspecified)
48: CCN(Cc1cccc(OC)c1)CC1CCCN(CCc2cccc(OC)c2)C1 (stereo unspecified)
screen / no.	45	46	47	48
NS3 helicase inh	6	-8	-2	-16
SUMO HTRF inh	-24	6	0	14
p-CIP stab down	-8	-15	7	-5
IMP-1 inh	-3.5	-0.6	-1.8	-2.2
M18AAP inhibitor	4	2	-1	-11
VIM-2 inhibitor	-3.8	-2.4	-3.3	-2.3
FID counter	-20	-13	-33	7
IDE cell activ	4	3	0	8
IDE cell inh	-5	4	3	-4

(listing goes on)
49: COCCCNc1nc2ccccc2nc1NS(=O)(=O)c1cccc(Cl)c1
50: Cn1c(=O)c2c(nc(Sc3ncnn3CC(=O)N3CCOCC3)n2C)n(C)c1=O
51: Cc1cc(-c2ccco2)n(CC(=O)NCCN(C)C)n1
52: CCOC(=O)C1CCCN(C(=O)CCNC(=O)Cn2ccc3ccccc3c2=O)C1 (stereo unspecified)
53: CC(C)NOC(=O)c1ccc(Cl)cc1
screen / no.	49	50	51	52	53
NS3 helicase inh	2	4	-1	-5	9
SUMO HTRF inh	15	7	-20	0	-1
p-CIP stab down	-8	6	-7	1	-3
IMP-1 inh	-2.1	-0.6	-1.7	-2.2	-3.1
M18AAP inhibitor	-6	2	-13	-2	2
VIM-2 inhibitor	-3.5	-0.8	-0.3	-1.9	-2.6
FID counter	-53	-2	-6	-14	-3
IDE cell activ	5	-3	9	-2	1
IDE cell inh	2	2	7	-1	4
